hERG rescue: shields human hERG channel from block by proarrhythmic agents; activation (rescue from dofetilide block), less the hit threshold, % at 10 µM; CHO-hERG, FluxOR thallium flux, dofetilide IC70 present; Q12809; actives 0.51% (n = 310,000);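 active = activation above the mean of controls blocked by dofetilide plus 5 SD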;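 also: thallium influx through hERG after potassium depolarization seen as dye fluorescence rise; in these data hits start at about 4.7%; inactives centre near -7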
SKKanGAS inh: blocks kanamycin growth of S. pyogenes SKKanGAS strain; BacTiter-Glo, 6 h; inhibition, % at 7.5 µM; actives 1.3% (n = 300,000); AID 1662;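 active = mean replicate score, as percent of positive control median, at least 50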;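 also: strain carries kanamycin resistance gene driven by streptokinase promoter and grows in 40 µg/ml kanamycin; loss of luminescence reflects streptokinase promoter inhibition or plain growth inhibition; 0% = median of DMSO wells and 100% = positive control at its reference dose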
ANO1 block: blocks the mouse calcium-activated chloride channel TMEM16A; normalized B-score (activity score, 25-100; higher = stronger inhibition) at 10 µM; AID 588511; actives 1.2% (n = 310,000); Q8BHY3; HEK293 TMEM16A/YFP iodide influx fluorescence, ionomycin;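 active = ratio plate-corrected score three or more library SD toward inhibition, starting fluorescence score within five deviations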;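 also: score derived from kinetic fluorescence span divided by baseline fluorescence per well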
RGS4 inh: inhibitors of human RGS4; P49798; HEK293 M3R/RGS4 inducible, Fluo-4 calcium flux; stronger effect = higher value; triggered by carbachol at its EC20; B-score at 10 µM; actives 0.45% (n = 310,000); AID 463165;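 active = B-score, a plate-corrected calcium signal, over three deviations above library mean, with baseline fluorescence within five deviations of library mean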;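 also: RGS4 expression induced by doxycycline in cells with stable M3 receptor; B-score is computed from the integrated fluorescence ratio over baseline after carbachol; higher B-score means a larger calcium signal and so more RGS4 inhibition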
KCNQ1 act: potentiators or activators of human KCNQ1 potassium channel; CHO-K1 KCNQ1, thallium flux FluxOR fluorescence; stronger effect = higher value; actives 0.35% (n = 310,000); AID 2648; B-score at 10 µM;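 active = fluorescence ratio B-score, a plate-corrected score, at least three library SD, with initial intensity B-score within 5 SD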
Target sequence (P51787 whole entry, looked up): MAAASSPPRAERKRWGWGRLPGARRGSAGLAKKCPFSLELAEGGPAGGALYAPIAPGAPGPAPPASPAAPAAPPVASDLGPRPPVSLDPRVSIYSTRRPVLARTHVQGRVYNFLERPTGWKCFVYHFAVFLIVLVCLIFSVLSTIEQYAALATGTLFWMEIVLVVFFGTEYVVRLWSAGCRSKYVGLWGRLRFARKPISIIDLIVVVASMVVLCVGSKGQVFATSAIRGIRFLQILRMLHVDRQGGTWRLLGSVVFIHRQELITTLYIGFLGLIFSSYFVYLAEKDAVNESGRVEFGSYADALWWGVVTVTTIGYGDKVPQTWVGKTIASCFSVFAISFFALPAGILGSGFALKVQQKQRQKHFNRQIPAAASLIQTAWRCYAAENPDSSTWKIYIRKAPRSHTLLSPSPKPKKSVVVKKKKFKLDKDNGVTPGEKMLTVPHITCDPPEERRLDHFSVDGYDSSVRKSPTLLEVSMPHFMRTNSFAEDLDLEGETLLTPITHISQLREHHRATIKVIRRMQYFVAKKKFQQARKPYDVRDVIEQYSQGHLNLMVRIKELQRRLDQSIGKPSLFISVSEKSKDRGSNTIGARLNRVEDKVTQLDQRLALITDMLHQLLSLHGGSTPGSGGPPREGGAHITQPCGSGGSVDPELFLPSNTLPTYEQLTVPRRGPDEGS
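Material: CHO-K1 cells stably expressing KCNQ1. Medium: assay buffer for compound exposure, DMSO matched across wells. Reagent: K+/Tl+ depolarizing stimulus. Compound dosing: single-concentration screen. Times: 37 °C overnight plating, 90-min dark dye load, 20-min compound pretreatment. Technique: FluxOR Tl+ flux fluorescence.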
HDAC3 inh: blocks human histone deacetylase 3; actives 0.15% (n = 320,000); recombinant HDAC3, fluorogenic peptide/trypsin coupled, fluorescence; inhibition, % at 8.3 µM; O15379; in the data active = inhibition above about 26%, passing the limit was not always enough
KCNQ1 block: blocks the human KCNQ1 potassium channel; actives 1.3% (n = 310,000); B-score at 10 µM; P51787; CHO-K1 KCNQ1, FluxOR thallium flux fluorescence; stronger effect = higher value;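 active = compounds whose thallium flux B-score, printed positive for inhibition, exceeds three library SD while starting fluorescence stays within three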;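 also: channel opened by potassium depolarization with thallium stimulus after 20 min compound exposure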
KCNK9 inh: inhibitors of human KCNK9 two-pore domain potassium channel; HEK293 KCNK9, FluxOR thallium flux fluorescence; stronger effect = lower value; actives 1.2% (n = 310,000); B-score at 10 µM; AID 488922;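 active = ratio B-score over 3 SD below the library mean, with starting fluorescence within 5 SD of its mean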;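 also: negative B-score means less thallium flux so channel inhibition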
Target sequence (Q9NPC2 whole entry, looked up, the tested form may be a part): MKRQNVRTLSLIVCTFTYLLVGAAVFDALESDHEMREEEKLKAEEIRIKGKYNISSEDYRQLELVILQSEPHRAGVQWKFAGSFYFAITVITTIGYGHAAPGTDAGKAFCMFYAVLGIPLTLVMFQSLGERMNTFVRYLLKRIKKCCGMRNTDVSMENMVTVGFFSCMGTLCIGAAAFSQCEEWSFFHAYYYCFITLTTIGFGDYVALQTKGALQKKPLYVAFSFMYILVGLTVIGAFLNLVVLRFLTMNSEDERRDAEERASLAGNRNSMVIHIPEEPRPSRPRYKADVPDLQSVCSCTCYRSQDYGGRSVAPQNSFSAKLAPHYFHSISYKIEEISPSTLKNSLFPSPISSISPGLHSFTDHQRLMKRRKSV
KCNK3 inh: human KCNK3 channel inhibition, primary screen; O14649; CHO-KCNK3 thallium flux, FluxOR fluorescence; stronger effect = lower value; B-score at 10 µM; actives 0.84% (n = 340,000);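 active = B-score under library mean minus 4 SD, starting fluorescence ratio at most library mean plus 5 SD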;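 also: more negative B-score means stronger inhibition of thallium flux through KCNK3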
ANO1 activ: activators or potentiators of mouse TMEM16A chloride channel | Q8BHY3 | HEK293 TMEM16A/YFP-H148Q/I152L, iodide quench fluorescence; stronger effect = lower value | B-score at 10 µM | actives 0.3% (n = 340,000) | AID 623877;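 active = fluorescence-ratio B-score plate-corrected deviation score at least 3 library SD below zero, with starting fluorescence score within 5 deviations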;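 also: channel opened by trigger with iodide after compound preincubation; score built on the fluorescence ratio of max minus min over baseline; more negative score means more quench and so TMEM16A activation or potentiation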
RGS4 act: potentiators or activators of RGS4. actives 0.92% (n = 310,000). B-score at 10 µM. HEK293 M3R/inducible RGS4, carbachol calcium flux Fluo4; stronger effect = lower value;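 active = B-score of the integrated calcium signal more than 4 SD below the library mean, with starting fluorescence not abnormally high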;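 also: negative B-score means reduced calcium response which marks RGS4 activation or potentiation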
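Assay system: HEK293 FlpIn-TREx cells, stable M3R, doxycycline-inducible RGS4 / Probe or stimulus: carbachol, ECmax concentration / Times: overnight RGS4 induction, 30 min dye load 37 °C, 20 min compound RT / Signal: kinetic calcium fluorescence imaging with Fluo4-AM dye, 2 µM / Measure: Agonist-evoked peak-minus-minimum fluorescence over baseline, integrated ratio, B score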
Numbers without * were called inactive; i = inactive; nt = no result given.

SMILES	hERG rescue	HDAC3 inh	ANO1 block	KCNQ1 block	SKKanGAS inh	KCNK3 inh	KCNK9 inh	ANO1 activ	RGS4 inh	RGS4 act	KCNQ1 act
COCCNC(=O)C1CCC(Cn2c(=S)[nH]c3ccccc3c2=O)CC1 (stereo not drawn)	-8	2	i	i	9	i	i	i	i	i	i
O=C(OCC(=O)N1CCN(c2ccccc2)CC1)c1ccccn1	-12	2	i	i	0	i	i	i	i	i	i
OC(CNCCC1C=Nc2ccccc21)Cn1c2ccc(Cl)cc2c2cc(Cl)ccc21 (stereo not drawn)	-18	46*	i	i	136*	i	i	i	7.4*	i	i
CC(=O)c1cccc(NC(=O)N2CCCC2C(=O)Nc2c(C)cccc2C)c1 (stereo not drawn)	-1	-3	i	i	-1	i	i	i	i	i	i
O=C(O)/C=C/C(=O)NCC1CCC(CNC(=O)/C=C/C(=O)O)CC1 (stereo not drawn)	-2	5	i	i	-1	i	i	i	i	i	i
O=C(O)Cn1cnc2scc(-c3ccccc3)c2c1=O	-2	11	i	i	-2	i	i	i	i	i	i
Cc1occc1C(=O)Nc1ccc2c(c1)OCO2	-9	6	i	i	7	i	i	i	i	i	i
COc1ccc(NC(=O)CCCC(=O)O)cc1Cl	-17	1	i	i	-19	i	i	i	i	i	i
O=[N+]([O-])c1nn(-c2ccccc2)[n+]([O-])c1N1CCN(c2ccccc2)CC1	-10	-3	i	i	1	i	i	i	i	i	i
Cc1ccccc1NS(=O)(=O)c1ccc(OCC(=O)NCC2CCCO2)cc1 (stereo not drawn)	-4	-1	i	i	-2	i	i	i	i	i	i
Cc1cccc(-n2c(C)nc3cc(C(=O)NCc4ccc5c(c4)OCO5)ccc32)c1	-8	16	i	i	-1	i	i	i	i	i	i
Cc1cc(C)nc(Nc2ncc(O)n2-c2ccc(C)c(Cl)c2)n1	-9	-6	i	i	-6	i	i	i	i	i	i
CCOc1ccc(NC(=O)CSc2nnc(N)s2)c([N+](=O)[O-])c1	-8	0	i	i	17	i	i	i	i	i	i
COc1ccc(CCN2C(=O)C3C4CC(C5C(C(=O)NN)=NOC45)C3C2=O)cc1OC (stereo not drawn)	-10	-8	i	i	-1	i	i	i	i	i	i
Cc1oc(C(=O)Nc2ccc(C(=O)O)cc2)cc1COc1ccccc1	-13	-10	i	i	6	i	i	i	i	i	i
CC(C)N1C(=O)N(c2cccc(Cl)c2)C(C)(O)CC1(C)C (stereo not drawn)	-6	-14	i	i	2	i	i	i	i	i	i
Cc1ncc([N+](=O)[O-])n1Cc1ccc(Cl)cc1	-9	3	i	i	-14	i	i	i	i	i	i
CN1CCN(C(=O)CCN2C(=O)/C(=C/c3ccccc3Cl)SC2=S)CC1	-6	0	i	i	-3	i	i	i	i	i	i
N#Cc1ccc(Oc2ccc(S(=O)(=O)N3CCCCC3)cn2)cc1	-8	-7	i	i	-13	i	i	i	i	i	i
CCC(=O)N/N=C(\C)CC(=O)Nc1ccc(F)cc1	-4	1	i	i	2	i	i	i	i	i	i
Cn1cccc1-c1cc(C(=O)N/N=C/c2ccc([N+](=O)[O-])cc2)[nH]n1	-3	0	i	i	-5	i	i	i	i	i	i
Cc1ccc([N+](=O)[O-])cc1S(=O)(=O)Nc1ccc(C(=O)NCc2ccccn2)cc1	-16	-3	i	i	6	i	i	i	i	i	i
O=C(c1ccc(Cl)c(S(=O)(=O)Nc2ccc(F)cc2)c1)N1CCN(c2ccccn2)CC1	-27	9	i	i	-3	i	i	i	i	i	i
CCOc1ncccc1C(=O)N1CCN(C(c2ccccc2)c2ccccc2)CC1	-7	2	i	i	0	i	i	i	i	i	i
O=C(O)/C=C1\NC(=O)c2ccccc21	-8	1	i	i	-5	i	i	i	i	i	i
CC(SC1=NCCN1S(=O)(=O)c1ccccc1)c1ccccc1 (stereo not drawn)	-10	-6	i	i	8	i	i	i	i	i	i
S=C(Nc1ccccc1)N1CCN(C/C=C/c2ccccc2)CC1	-8	7	i	i	-3	i	i	i	i	i	i
C/C(=N\N=C1\NC(=O)C(CC(=O)Nc2ccc(C)c(Cl)c2)S1)C(C)C (stereo not drawn)	0	4	i	i	1	i	i	i	i	i	i
Cc1ccc(S(=O)(=O)N(Cc2ccccc2)c2ccccc2C(=O)Nc2ccccc2C(=O)NCc2ccco2)cc1	-8	10	i	8*	10	i	-9.6*	i	i	i	i
Cc1ccc(C(=O)NC2CCc3ccccc3C2=O)cc1 (stereo not drawn)	-2	-12	i	i	-4	i	i	i	i	i	i
C=CCN(C(=O)CNC(=O)c1ccco1)C(C(=O)NC1CCCC1)c1ccc(OC)cc1 (stereo not drawn)	-5	0	i	i	3	i	i	i	i	i	i
Cc1nn(C)c(Cl)c1CN1CCC(CO)(CCOc2ccccc2)CC1	-7	3	i	i	-2	i	i	i	i	i	i
O=c1[nH]c(N2CCc3ccccc3C2)nc2c1CCC2	-13	2	i	i	4	i	i	i	i	i	i
O=C(NCCN1CCOCC1)/C(=C/c1ccco1)NC(=O)c1ccccc1	-9	-2	i	i	0	i	i	i	i	i	i
COc1cc(C(=O)NC(C)c2cccc3ccccc23)cc(OC)c1OC (stereo not drawn)	-9	2	i	i	8	i	i	i	i	i	i
COc1cc2c(cc1OC)CN(C(=O)Nc1ccccc1Cl)CC2	-12	0	i	i	-2	i	i	i	i	i	i
O=C(/C(=N\Nc1ccc(Br)cc1)Sc1nnnn1-c1ccccc1)c1ccccc1	-7	3	i	i	28	i	i	i	i	i	i
Cc1n[nH]c(C)c1S(=O)(=O)N1CCC(C(=O)N2CCn3c2nc2ccccc23)CC1	-6	0	i	i	6	i	i	i	i	i	i
CN1CCN(c2ccccc2NC(=S)NC(=O)c2cc3ccccc3o2)CC1	-2	-6	i	i	9	i	i	i	i	i	i
Cc1ccc2occ(-c3nn[nH]n3)c(=O)c2c1	-2	1	i	i	-2	i	i	i	i	i	i
COc1ccc(C(=O)C2CCCN(S(=O)(=O)C(C)C)C2)c(C)c1 (stereo not drawn)	-18	-5	i	i	-3	i	i	i	i	-7.6*	i
O=C(O)Cc1nc2nc3c(c(=O)n2[nH]1)CCCC3	-5	-4	i	i	1	i	i	i	i	i	i
N#Cc1nc(Cc2cccc3ccccc23)oc1N1CCCCC1	-8	-1	100*	6*	19	i	i	-23*	i	i	i
COc1ccc(C(=O)NC2CC(C)(C)Cc3c2cnn3-c2ccccc2)cc1OC (stereo not drawn)	-12	4	i	i	-7	i	i	i	i	i	i
COC(=O)c1[nH]c2ccc(Cl)cc2c1NC(=O)Oc1ccccc1	-7	-15	i	i	11	i	i	i	i	i	i
Cc1nn(C)cc1C(C)NC(=O)c1cc(COc2cccc3cnccc23)on1 (stereo not drawn)	-11	-11	i	i	-1	i	i	i	i	i	i
CCC(C)[C@H](NC(=O)N1CC(=O)Nc2ccccc21)C(=O)N1CCC[C@H]1C(=O)O (stereo partly drawn)	-3	0	i	i	-3	i	i	i	i	i	i
O=C(O)c1ccc2c(c1)-c1cc(C(=O)O)ccc1S2(=O)=O	-4	7	i	i	-1	i	i	i	i	i	i
CCOc1ccc(CCNC(=O)CCCN2C(=O)c3ccccc3C2=O)cc1OCC	-10	-4	i	i	1	i	i	i	i	i	i
COc1ccc(S(=O)(=O)Cc2ccc(C(=O)NC3CCCC3)o2)cc1	-4	-6	i	i	-11	i	i	i	i	i	i
COc1ccc(N(CC(=O)NC2CCCC2)C(=O)Cn2nnc(-c3ccc(F)cc3)n2)cc1OC	-9	-1	i	i	1	i	i	i	i	i	i
O=C(O)C1CSCN1S(=O)(=O)c1cccc2nsnc12 (stereo not drawn)	-9	9	i	i	-2	i	i	i	i	i	i
CC(C)(C)CC(C)(C)NC(=O)c1ccc2snnc2c1	-8	5	i	i	-21	i	i	i	i	i	i
OCCC1CN(Cc2ccc3nsnc3c2)CCN1C1CCCCC1 (stereo not drawn)	-10	2	i	i	3	i	i	i	i	i	i
CC(NC(=O)C1(C)CC1(Br)Br)C(C)(C)C (stereo not drawn)	-5	-1	i	i	3	i	i	i	i	i	i
O=C(CSc1nccc(=O)[nH]1)Nc1ccc(S(=O)(=O)N2CCOCC2)cc1	-8	1	i	i	4	i	i	i	i	i	i
O=C(NCc1ccccc1OC(F)(F)F)C1CCC(=O)N(Cc2cccc(F)c2)C1 (stereo not drawn)	-12	4	i	i	-1	i	i	i	i	i	i
Cc1ccc2nc(NC(=O)c3ccc(S(=O)(=O)N4CCCc5ccccc54)cc3)sc2c1	-8	1	i	i	-2	i	i	i	i	i	i
Cc1ccnc(SCc2cc(=O)c(OC(=O)c3cc([N+](=O)[O-])ccc3Cl)co2)n1	-5	7	i	i	0	i	i	i	i	i	i
Cc1cc(C)cc(N2C(=O)CC(Sc3ccccc3C(=O)O)C2=O)c1 (stereo not drawn)	-4	0	i	i	-4	i	i	i	i	i	i

Going on with the list:
SMILES	hERG rescue	HDAC3 inh	ANO1 block	KCNQ1 block	SKKanGAS inh	KCNK3 inh	KCNK9 inh	ANO1 activ	RGS4 inh	RGS4 act	KCNQ1 act
COc1ccc(OC)c(NC(=O)CN2C(=O)CSc3ccc(S(=O)(=O)N4CCCC4)cc32)c1	-6	-1	i	i	7	i	i	i	i	i	i
CCC(C)(C)NC(=O)CCCSc1nc2ccccc2[nH]1	-9	0	i	i	0	i	i	i	i	i	i
CNC(=O)CSc1cnc2ccccc2n1	-6	1	i	i	-10	i	i	i	i	i	i
Cc1ccc(C(=O)C[n+]2cccc(C(N)=O)c2)cc1	-8	5	i	i	0	i	i	i	i	i	i
CCOC(=O)c1ccc(S(=O)(=O)NCC(C)(C)N2CCOCC2)cc1	-3	-4	i	i	-5	i	i	i	i	i	i
Cc1ccc(CN2CCN(C/C=C/c3ccc(F)cc3)CC2CCO)o1 (stereo not drawn)	-12	nt	i	i	-3	i	i	i	i	i	i
CO/N=C/c1ccc(N2CCN(C(=O)c3ccc(C)cc3)CC2)c([N+](=O)[O-])c1	-13	3	i	i	5	i	i	i	i	i	i

Hits appear at their usual frequency; 6.3% or so of the library scored in one or more.
